Rab7 wt modul = dog Rab7 wildtype GTP binding, inhibitors and activators; GTP binding activity (percent of control), % at 10 µM; 190,000 tested, 0.055% active; AID 758; GST-Rab7 beads, fluorescent GTP binding, flow cytometry; actives lie on both sides; untreated = 100%, excess cold GTP = 0%;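 active means fluorescent GTP binding to Rab7 beads changed by at least 20 points from the 100% baseline, either direction, mostly lower; inconclusive means compound itself probably fluorescent, or too few beads counted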;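 further: median green fluorescence of bound Bodipy-FL-GTP per Rab7 bead population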
Mcl-1 Bim block = disrupts Bim peptide binding to human Mcl-1; Bead-based flow cytometry, Bim peptide-Mcl-1 binding; inhibition, % at 10 µM; 190,000 tested, 0.1% active; AID 1009; in the data active means inhibition above about 40%;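 further: 0% = no compound tracer wells and 100% = peptide blocker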
Target sequence (Q07820 whole entry, looked up): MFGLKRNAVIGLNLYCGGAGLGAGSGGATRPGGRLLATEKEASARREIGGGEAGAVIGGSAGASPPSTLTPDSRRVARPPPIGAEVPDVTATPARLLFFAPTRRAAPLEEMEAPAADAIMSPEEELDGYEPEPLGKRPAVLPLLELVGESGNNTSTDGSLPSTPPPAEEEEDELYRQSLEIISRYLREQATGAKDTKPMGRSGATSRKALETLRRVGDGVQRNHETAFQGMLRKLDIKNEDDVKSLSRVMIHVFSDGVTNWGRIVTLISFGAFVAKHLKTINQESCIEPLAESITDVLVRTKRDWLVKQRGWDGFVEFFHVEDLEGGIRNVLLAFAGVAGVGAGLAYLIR
Mcl1-Noxa inh = Mcl-1/Noxa interaction inhibition | TR-FRET Mcl-1/Noxa peptide binding, 2 h | inhibition, % at 21.7 µM | 220,000 tested, 1.5% active;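 active means compounds that cut the protein-peptide binding signal by more than 50% relative to plate controls in a single-dose test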;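 further: His-tagged Mcl-1 with rhodamine Noxa BH3 peptide and terbium anti-His antibody; 0% = Mcl-1 plus Noxa peptide wells and 100% = peptide-only wells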
Cdc42 wt = modulators (inhibitors or activators) of GTP binding to human Cdc42 wildtype; P60953; 190,000 tested, 0.2% active; percent activity (GTP binding), % at 10 µM; GST-Cdc42 beads, Bodipy-GTP binding, flow cytometry; actives lie on both sides;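 active means percent activity GTP binding at least 20 points away from the 100% baseline, either down as inhibitor or up as activator; inconclusive means compound flagged as likely green fluorescent from well-wide comparison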;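 further: median bead fluorescence of bound Bodipy-FL-GTP at 100 nM; 0% = excess unlabeled GTP control and 100% = no compound control; below 100% means less GTP binding so inhibitor and above means activator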
Target sequence (P60953 whole entry, looked up): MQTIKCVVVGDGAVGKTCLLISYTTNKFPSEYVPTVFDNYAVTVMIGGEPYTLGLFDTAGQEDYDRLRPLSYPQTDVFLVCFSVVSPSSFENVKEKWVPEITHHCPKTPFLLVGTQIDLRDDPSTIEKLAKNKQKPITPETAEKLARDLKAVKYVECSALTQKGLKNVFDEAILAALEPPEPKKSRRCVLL
Rac1 wt GTP bind = human Rac1 wildtype GTP binding, inhibitors and activators | P63000 | GST-Rac1 beads, fluorescent GTP binding, flow cytometry; actives lie on both sides; 0 = cold GTP competed, 100 = untreated | GTP binding activity (% of control), % at 10 µM | 190,000 tested, 0.27% active | AID 757;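 active means GTP binding activity at least 20 points away from the 100% control level, either lower or higher; inconclusive means compound flagged as likely green fluorescent, judged across all proteins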
Pf gametocyte = P. falciparum stage V gametocyte viability inhibition. P. falciparum stage V gametocytes, ATP luminescence, 24 h. inhibition, % at 10.9 µM. 150,000 tested, 0.065% active. AID 743093;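 active means inhibition above the mean plus 3 SD of compounds within the control limits, set per campaign, cut at about 38% in these data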;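 further: 0% = DMSO wells and 100% = medium only without gametocytes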
Avidin fluor = avidin bead compound fluorescence profile | Avidin beads, compound fluorescence 488/530 nm, flow cytometry; active compounds read high | AID 1775 | fluorescence (KMESF) at 10 µM | 220,000 tested, 0.38% active; in the data active means fluorescence above about 47; further: inactives centre near 10
Rac1 mut GTP = modulators of GTP binding to human Rac1 activated mutant | P63000 | GST-Rac1 activated beads, fluorescent GTP binding, flow cytometry; actives lie on both sides; 100% means binding = to untreated wells | percent activity (GTP binding), % at 10 µM | 190,000 tested, 0.11% active | AID 764;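 active means GTP binding at least 20 percentage points away from the 100% baseline, in either direction, so actives lie on both sides; inconclusive means Compound likely fluorescent itself, or too few beads counted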
HRas wt GTP bind = human HRas wildtype GTP binding, change in either direction | 190,000 tested, 0.14% active | AID 759 | P01112 | GTP binding activity, % at 10 µM | GST-Ras wt beads, Bodipy-FL-GTP binding, flow cytometry; actives lie on both sides;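 active means GTP binding activity at least 20% away from the 100% baseline, either lowered as inhibitor or raised as activator; inconclusive means flagged as likely green fluorescent, judged across all proteins in the well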;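 further: 0% = unlabeled GTP competition control and 100% = no-compound control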
Target sequence (P01112 whole entry, looked up): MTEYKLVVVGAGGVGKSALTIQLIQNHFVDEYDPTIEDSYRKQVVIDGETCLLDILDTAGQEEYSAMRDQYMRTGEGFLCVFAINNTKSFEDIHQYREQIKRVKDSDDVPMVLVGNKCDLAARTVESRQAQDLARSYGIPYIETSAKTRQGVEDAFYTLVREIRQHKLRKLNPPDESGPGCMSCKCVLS
Rab2 wt GTP = changes GTP binding to wildtype dog Rab2A, up or down. GST-Rab2 wt beads, Bodipy-GTP binding, flow cytometry. GTP binding activity, % at 10 µM. 190,000 tested, 0.19% active. AID 760;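 active means GTP binding activity at least 20 points away from 100%, either lowered or raised; inconclusive means signal likely due to the compound's own green fluorescence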;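 further: 0% = beads with excess unlabeled GTP and 100% = no-compound control corrected for plate trend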
Mcl1 Bid PPI = Mcl-1/Bid interaction inhibition; inhibition, % at 21.7 µM; TR-FRET Mcl-1/Bid-Dy647 peptide binding, 1536-well; 220,000 tested, 0.97% active; Q07820;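 active means compounds that cut the binding signal by more than half at the single screening dose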;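 further: His-tagged Mcl-1 with europium anti-His antibody binding Bid BH3 peptide; 0% = Mcl-1 plus peptide wells and 100% = peptide-only wells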
Starred values were filed as active, the others as inactive; ? = inconclusive; . = not tested or not shown. Not a hit list (roughly 2.7% active in at least one column).

SMILES	Rab7 wt modul	Mcl-1 Bim block	Mcl1-Noxa inh	Cdc42 wt	Rac1 wt GTP bind	Pf gametocyte	Avidin fluor	Rac1 mut GTP	HRas wt GTP bind	Rab2 wt GTP	Mcl1 Bid PPI
COc1ccc(C(=O)OCC(=O)N(C)C2CCS(=O)(=O)C2)cc1S(=O)(=O)N1CCCc2ccccc21 (configuration not stated)	102.0	0.0	11.0	97.0	98.0	-5.2	8	96.0	96.0	97.0	-13.4
O=C(N/N=C/c1ccc(Cl)cc1)c1sccc1OCc1ccc(F)cc1	97.0	-1.0	6.4	99.0	95.0	.	39	97.0	98.0	96.0	-2.5
FC(F)(F)c1cc(Cl)c2nc(-c3ccccc3)cn2c1	100.0	-2.0	-5.8	98.0	97.0	-11.7	11	93.0	98.0	99.0	-31.8
O=C1COc2ccc(C(=O)CSc3nnc(Cc4cccs4)n3-c3ccccc3)cc2N1	90.0	-6.0	-30.8	87.0	93.0	-15.9	18	92.0	90.0	90.0	44.7
O=C(C(=O)N1CCN(C(=O)c2ccco2)CC1)c1c[nH]c2ccccc12	105.0	0.0	2.3	99.0	100.0	-13.8	10	97.0	99.0	100.0	-10.7
Cc1cccc(C)c1N1CCN(c2nc(N(C)C)oc(=O)c2C#N)CC1	95.0	-6.0	8.7	88.0	88.0	5.7	10	87.0	89.0	85.0	-27.1
CCCCCCCCCCCCCCCCn1cc[n+](CC(C)=O)c1	95.0	-1.0	42.5	94.0	98.0	.	15	94.0	95.0	94.0	59.0*
CCOc1ccccc1N1CCN(CC(=O)c2c(N)n(C)c(=O)n(C)c2=O)CC1	105.0	1.0	3.8	96.0	101.0	.	10	97.0	97.0	96.0	-5.6
CCCCOP(=O)(c1ccc(N(C)C)cc1)C(O)c1cccnc1 (configuration not stated)	101.0	-1.0	-5.1	102.0	100.0	1.5	6	99.0	100.0	100.0	-70.6
Cc1cnc(C(=O)Nc2ccc(S(=O)(=O)NCC(C)C)cc2)cn1	98.0	-5.0	7.9	99.0	99.0	13.2	26	97.0	98.0	97.0	-9.5
Cc1cc(N2CCCC2)nc2ccccc12	100.0	0.0	8.6	100.0	101.0	8.6	10	96.0	100.0	95.0	-24.6
COc1ccc(C2C(C#N)=C(N)Oc3n[nH]c(C)c32)cc1CSc1ccccn1 (configuration not stated)	97.0	-9.0	-19.0	100.0	102.0	9.5	3	99.0	98.0	98.0	-17.8
Cc1ccc(O)c(NC(=O)c2cccc(S(=O)(=O)N3CCCCC3)c2)c1	?	-2.0	12.6	?	?	14.8	9	?	?	?	-10.8
COCCn1nnnc1C(c1ccccc1OC)N1CCN(c2ccccc2F)CC1 (configuration not stated)	102.0	0.0	16.9	104.0	105.0	-19.2	6	101.0	102.0	102.0	2.2
CC(=O)N1N=C(c2ccc(C)cc2)OC1c1ccc(C(C)C)cc1 (configuration not stated)	98.0	2.0	4.0	102.0	101.0	-41.8	11	97.0	101.0	99.0	11.3
N#C/C(=C/c1cn(-c2ccccc2)nc1-c1cccc(OCc2ccc(F)cc2)c1)C(=O)NCCCn1ccnc1	99.0	-1.0	-38.9	100.0	105.0	-11.1	15	103.0	102.0	100.0	-18.5
Cc1cccc(N/C(N)=N/c2nc(C)cc(=O)[nH]2)c1	100.0	0.0	10.7	99.0	101.0	21.3	9	100.0	99.0	98.0	-22.2
COc1ccc(C2=[N+]([O-])C(C)(C)C(c3ccccc3)=N2)cc1	97.0	1.0	10.9	104.0	98.0	6.9	13	95.0	99.0	102.0	3.9
CCN(CCn1cccn1)Cc1cn[nH]c1-c1ccc(-c2ccccc2)cc1	101.0	-5.0	4.0	98.0	97.0	-9.6	11	96.0	98.0	98.0	-27.0
Cc1ccc(S(=O)(=O)NCC2CCC(C(=O)NCCCN3CCOCC3)CC2)cc1 (configuration not stated)	104.0	1.0	-2.4	102.0	104.0	-6.5	31	99.0	103.0	102.0	-33.3
COc1ccc2c(Cl)c(C(=O)NCc3ccco3)sc2c1	101.0	-1.0	-2.1	100.0	102.0	.	3	99.0	101.0	100.0	-3.7
COc1ccc(-c2cnc3c(c2)CCC3(C#N)C#N)cc1	?	0.0	-2.2	?	?	23.6	2	?	?	?	5.9
O=c1c2cn[nH]c2[nH]c(=S)n1-c1cccc(Cl)c1	99.0	-9.0	34.5	107.0	106.0	-13.5	7	100.0	97.0	98.0	-12.2
Cc1cc(=O)[nH]c(N/N=C/c2c(C)oc3ccccc23)n1	91.0	3.0	6.8	90.0	92.0	6.4	10	91.0	89.0	91.0	-8.5
Cc1nnc(NC(=O)CCSc2ccccc2)s1	102.0	-2.0	-5.5	112.0	107.0	.	10	104.0	104.0	103.0	-14.7

Record cards, as listed above. Order of screens: Rab7 wt modul	Mcl-1 Bim block	Mcl1-Noxa inh	Cdc42 wt	Rac1 wt GTP bind	Pf gametocyte	Avidin fluor	Rac1 mut GTP	HRas wt GTP bind	Rab2 wt GTP	Mcl1 Bid PPI
`O=C(N/N=C/c1ccc(Cl)cc1)c1sccc1OCc1ccc(F)cc1` in the list: 97.0	-1.0	6.4	99.0	95.0	.	39	97.0	98.0	96.0	-2.5
`Cc1cc(N2CCCC2)nc2ccccc12` in the list: 100.0	0.0	8.6	100.0	101.0	8.6	10	96.0	100.0	95.0	-24.6

Additional records.
SMILES	Rab7 wt modul	Mcl-1 Bim block	Mcl1-Noxa inh	Cdc42 wt	Rac1 wt GTP bind	Pf gametocyte	Avidin fluor	Rac1 mut GTP	HRas wt GTP bind	Rab2 wt GTP	Mcl1 Bid PPI
Cc1ccc(S(=O)(=O)NCC(c2cccnc2)N(C)C)cc1 (configuration not stated)	99.0	1.0	25.7	99.0	98.0	.	37	96.0	99.0	97.0	-10.8
O=C(C1CCN(S(=O)(=O)N2CCOCC2)CC1)N1CCN(Cc2ccc3c(c2)OCO3)CC1	98.0	-1.0	1.6	102.0	104.0	.	21	99.0	99.0	99.0	-15.9
O=C(NCc1ccco1)C(=S)N1CCCC1	99.0	1.0	0.4	99.0	100.0	-21.9	11	98.0	98.0	98.0	-33.7
O=C(COC(=O)c1cc(S(=O)(=O)N2CCCCC2)ccc1N1CCOCC1)NCCc1ccc(F)cc1	87.0	-2.0	-7.1	90.0	90.0	7.1	9	91.0	88.0	91.0	-23.3
CCOC(=O)c1ccc(NC(=S)N(CCCN2CCN(CC)CC2)Cc2ccco2)cc1	98.0	-2.0	16.4	96.0	98.0	-9.5	12	97.0	97.0	95.0	-7.3
Cc1ccc(OCC(=O)Nc2ccc3c(c2)OCO3)c(C)c1	102.0	1.0	3.2	94.0	94.0	7.5	10	92.0	96.0	94.0	-16.4
Cc1ccc(CNC(=S)Nc2ccc(OC(F)F)cc2C)cc1	100.0	-10.0	0.5	95.0	101.0	-44.9	22	98.0	98.0	98.0	-28.0
O=C(NC1CCCCCCC1)C1CCC(CNc2c(N3CCCC3)c(=O)c2=O)CC1 (configuration not stated)	101.0	0.0	8.7	100.0	100.0	.	9	98.0	98.0	101.0	-32.9
CN(C(=O)c1ccncc1)c1nnc(-c2cccnc2)s1	95.0	-2.0	.	96.0	94.0	.	11	94.0	95.0	96.0	-21.1
Nc1nonc1-n1nnc(C(=O)O)c1-c1cccs1	101.0	0.0	28.9	98.0	103.0	2.8	9	98.0	98.0	98.0	-20.8
O=C(Nc1nccs1)C(c1ccccc1)N1CCCC1 (configuration not stated)	103.0	-4.0	10.1	100.0	99.0	-8.2	10	97.0	101.0	99.0	-15.9
CC(C)CCN(CCC(C)C)C/C(O)=C(\C#N)c1nc(-c2ccccc2)cs1	102.0	0.0	12.8	98.0	98.0	.	7	96.0	99.0	99.0	-28.7
O=C(COC(=O)/C=C/c1cccc(C(F)(F)F)c1)NCc1ccc(F)cc1	95.0	-1.0	6.2	96.0	97.0	14.7	5	98.0	97.0	98.0	-4.7
COCCNC(=S)N1CCN(c2nc3ccccc3s2)CC1	93.0	0.0	-3.4	95.0	101.0	1.5	12	97.0	96.0	93.0	-38.5
COc1ccc(-c2cc(C(F)(F)F)n3nc(C(=O)Nc4cc(C)on4)cc3n2)cc1OC	101.0	0.0	14.7	105.0	107.0	-0.1	12	102.0	103.0	100.0	4.8
Cc1cc(C)cc(OCC(=O)OCC(=O)c2ccc3c(c2)NC(=O)CO3)c1	98.0	-2.0	9.1	96.0	93.0	.	15	95.0	97.0	97.0	-11.2
Cc1nc2ccccn2c1P(=Nc1ccccc1)(N(C)C)N(C)C	99.0	-1.0	-34.9	100.0	99.0	5.8	36	97.0	100.0	97.0	-10.2
O=C(COC(=O)CNS(=O)(=O)c1ccccc1)NC12CC3CC(CC(C3)C1)C2	99.0	0.0	7.9	97.0	101.0	-6.0	11	96.0	99.0	98.0	12.6
CCN(CC)C(=O)COc1ccc(Br)cc1Cl	97.0	-1.0	-0.9	100.0	101.0	-18.2	17	98.0	97.0	98.0	-9.8
COc1ccc(OCC(=O)Nc2ccccc2C(=O)N2CCOCC2)cc1	108.0	2.0	-3.5	97.0	103.0	-26.4	6	96.0	102.0	105.0	-30.4

Source: PubChem BioAssay (several laboratories)
